Bioassay records (PubChem)
H37Rv inhibition = M. tuberculosis growth inhibition, HTS (AID 449762); M. tuberculosis H37Rv growth inhibition, 7H9 media; higher % means a stronger effect; inhibition, % at 25 µM, or IC50 in µM where a hit was titrated; hit rate 0.59% among 330,000; in the data active means a potency from the dose series; inconclusive means inhibition above about 70% without an active follow-up result;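 further: bacterial growth assessed after seven days of incubation; strong numbers were not always called active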
H1N1 NS1A inhibition = NS1A inhibition, H1N1 influenza, cell based functional assay (AID 504329); NS1A functional cell-based assay, percent inhibition; higher % means a stronger effect; inhibition, % at 12.5 µM; hits with a dose series show IC50 in µM; hit rate 0.3% among 340,000; in the data active means a potency from the dose series; inconclusive means inhibition above about 27% without an active follow-up result; further: strong numbers were not always called active
inhibitors of VEEV = inhibitors of VEEV TC-83 cytopathic effect, confirmation, Vero cells (AID 588727); hit rate 0.13% among 350,000; Vero cells, VEEV TC-83 cytopathic effect inhibition; higher % means a stronger effect; inhibition, % at 20 µM, or IC50 in µM where a hit was titrated; in the data active means a potency from the dose series; inconclusive means inhibition mostly from about 14% at the one dose, without a potency; inactive means the rest, 99 in 100 with inhibition below about 12%; further: strong numbers were not always called active
PhoP GFP inhibition = Inhibition of PhoP regulon, Salmonella typhi GFP reporter cells, confirmation, 4 h (AID 1850) | hit rate 0.33% among 310,000 | inhibition, % at 50 µM, or IC50 in µM where a hit was titrated | Salmonella Typhi PhoP-promoter GFP reporter, fluorescence, 4 h; higher % means a stronger effect; in the data active means a potency from the dose series; inconclusive means inhibition mostly from about 25% at the one dose, without a potency; inactive means the rest, 99 in 100 with inhibition below about 19%;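 further: 0% = induced wells with vehicle and 100% = uninduced wells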
M. tuberculosis = growth inhibition of non-replicating M. tuberculosis (AID 488890); one-dose inhibition, % at 25 µM; IC50 in µM for titrated hits; hit rate 0.39% among 320,000; Mycobacterium tuberculosis non-replicating, growth inhibition; higher % means a stronger effect; in the data active means a potency from the dose series; inconclusive means inhibition mostly from about 82% at the one dose, without a potency; inactive means the rest, 99 in 100 with inhibition below about 76%;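 further: plate controls were DMSO cells for no effect and high antibiotic wells for full effect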
inhibitors of VEEV 10K pilot screen = recorded beside inhibitors of VEEV, whose call it bears; inhibition, %; measured here: 10K pilot screen inhibition
An asterisk follows results filed as active; i = inactive; ? = inconclusive; · = no result given.

SMILES	H37Rv inhibition	H1N1 NS1A inhibition	inhibitors of VEEV	PhoP GFP inhibition	M. tuberculosis	others
CCO[C@@H]1OC(C(=O)N2CCCCCCC2)=C[C@H](c2cn(C(C)=O)c3ccccc23)[C@H]1CCCO	-2.8%	5.3%	8.1%	-10.9%	17.1%
COc1ccc(CNC(=O)c2c([S-])n(-c3ccc(C)cc3)c3cccc[n+]23)cc1	5.8%	6.3%	i	9.1%	21.9%
CC1COC(c2cccn2Cc2ccccc2Cl)=N1 (centres undefined)	-4.0%	20.5%	i	-11.4%	·
COc1cc(NC(=O)COC(=O)/C=C/c2ccc(OC)c(OC)c2)cc(OC)c1	1.1%	3.3%	i	2.9%	37.8%
NS(=O)(=O)c1ccc(CCNC(=O)C2CCN(S(=O)(=O)c3c(Cl)cccc3Cl)CC2)cc1	5.1%	-8.2%	0.4%	-11.7%	24.4%
NC(=O)c1nsc(C(=O)N(CCc2ccccc2)C(C(=O)NC2CCCC2)c2ccco2)c1N (centres undefined)	-6.1%	3.3%	13.0%	-12.8%	8.3%
O=C(Nc1ccc(C2=NCCN2)cc1)c1ccc(Cl)c(C(=O)Nc2ccc(C3=NCCN3)cc2)c1	11.3µM*	·	·	1.2%	?
Cc1nc2ccc(NC(=O)c3cccc(C(F)(F)F)c3)cc2o1	0.5%	1.6%	0.8%	23.2%	3.1%
COc1ccc(-c2cc(=O)c3cc(F)ccc3[nH]2)cc1	-4.8%	-2.5%	6.1%	-16.1%	13.4%
COc1ccc(NS(=O)(=O)c2cccc(C(=O)NNC(=O)c3ccc(Br)o3)c2)cc1	-11.0%	-5.0%	5.7%	2.3%	-13.2%
CC(C)C(=O)NC(c1ccccc1Cl)c1c(O)ccc2ccccc12 (centres undefined)	1.8%	-5.9%	i	-6.5%	19.7%
C=CCCN(C(C(=O)OC)C(C)C)S(=O)(=O)c1ccccc1Br (centres undefined)	0.7%	-12.7%	i	-21.3%	-17.3%
CCN(C(=O)c1ccc2c(=O)n3c(nc2c1)CCCCC3)c1ccc(F)cc1	3.8%	7.9%	3.9%	1.6%	27.1%
CO[C@@]1(NC(=O)C2SC(=C(C(N)=O)C(=O)O)S2)C(=O)N2C(C(=O)O)=C(CSc3nnnn3C)CS[C@@H]21 (some centres undefined)	-0.7%	-1.4%	1.7%	9.42µM*	4.5%
CCCC(=O)Nc1nnc(S(=O)(=O)N(CC)c2ccccc2)s1	2.7%	18.3%	0.5%	8.3%	-9.7%
O=C(Cn1nc2ccccc2n1)N/N=C/c1cc([N+](=O)[O-])ccc1O	52.4%	5.08µM*	5.2%	?	44.7%
Cc1ccc(C(=O)N/C(=C\c2cn(-c3ccccc3)nc2-c2ccccc2)C(=O)N2CCOCC2)cc1	3.1%	-3.6%	0.3%	-9.2%	7.1%
COc1ccc(CNC(=O)C[C@H]2C[C@H](C(=O)N3CCOCC3)[C@@]3(C)c4[nH]c5cc(-c6ccco6)ccc5c4CCN3C2=O)cc1OC	·	-4.9%	1.5%	·	·
Fc1cccc2sc(Nc3nnc(-c4ccco4)o3)nc12	?	-15.2%	5.8%	-1.3%	37.9%
Cc1cc(N/N=C/c2ccc(Cl)cc2)nc(NCc2ccccc2)n1	?	4.7%	8.3%	-2.0%	53.3%
COc1ccc(/C=C(\NC(=O)c2ccc(C)cc2)C(=O)NCCCn2ccnc2)cc1	-0.2%	-1.7%	i	3.5%	2.5%
O=C(Nc1ccccc1)N1CCCC(c2nc(-c3ccc(F)cc3)no2)C1 (centres undefined)	-2.3%	-2.9%	5.2%	3.4%	24.2%
CN(Cc1ccsc1)C(=O)CCc1nnc(Cc2c[nH]c3ccccc23)o1	-4.0%	-2.5%	0.7%	3.1%	-0.3%
COc1ccccc1C(=O)N(C)CC(=O)Nc1ccc(N2CCOCC2)cc1	-4.4%	-11.5%	0.9%	·	-0.3%
O=C(COc1ccc(Cl)cc1)NNC(=O)CSc1nncs1	13.8%	1.9%	0.1%	15.2%	2.5%
COc1ccc(Cc2nnc(NC(=O)c3cc(OC)c(OC)c(OC)c3)s2)cc1OC	-9.0%	5.2%	10.4%	2.4%	3.9%
Cn1cc(/C=C2\C(=O)NC(=O)N(c3ccccc3)C2=O)c2ccccc21	10.7µM*	-2.3%	1.6%	-79.5%	66.9%
CCCOc1ccc(CCC(=O)O)cc1	0.0%	-7.6%	0.7%	12.2%	8.2%
O=C(Nc1nonc1-c1ccc(F)cc1)c1ccco1	4.7%	8.9%	i	5.9%	-3.0%
Cc1cccc(-n2c(N)cc(=O)nc2SCC(=O)Nc2ccccc2)c1	2.3%	2.4%	1.5%	4.0%	28.7%
COc1ccc(NC(=O)c2ccc(S(=O)(=O)N3CCCC3)cc2)cc1OC	-2.2%	-0.3%	8.9%	·	13.5%
O=C(Nc1cc(S(=O)(=O)N2CCOCC2)ccc1N1CCCC1)C1CC1	-5.2%	-0.1%	i	2.2%	0.2%
Cc1c(N2C(=O)SC(CC(=O)O)C2=O)c(=O)n(-c2ccccc2)n1C (centres undefined)	-6.8%	14.8%	1.1%	2.8%	-16.4%
COc1cccc(NC(=O)c2cnc(SC)nc2C)c1	?	16.7%	0.7%	7.2%	22.2%
Cc1cc(Cl)c(OCCCNC2CCCC2)c(Br)c1	2.2%	-23.2%	i	8.6%	61.1%
O=C(Nc1nnc(SCc2ccc(F)cc2)s1)c1ccc2c(c1)C(=O)N(c1ccccc1Cl)C2=O	4.8%	0.0%	0.6%	-5.7%	9.8%
COc1ccc(C2CC(=O)Nc3n[nH]c(-c4ccccc4)c32)cc1OC (centres undefined)	1.5%	7.0%	0.4%	3.6%	3.3%
COCCCC1CCN(C(=O)c2cc(COc3ccc(C)nc3)on2)CC1	9.3%	-2.6%	1.5%	-4.5%	24.0%
CCSc1cc(N2CCCC2)nc(-c2ccc(C)cc2)n1	4.7%	-6.4%	i	-8.3%	-9.0%
O=c1c2cc(Br)ccc2[nH]c(=S)n1Cc1ccccn1	1.9%	6.6%	i	-1.1%	-18.3%
N=C1N(/N=C/c2ccccc2)C(=Nc2ccccc2)C(=S)N1c1ccccc1	-15.3%	7.2%	1.3%	-7.2%	?
CCN1C(=O)CC(c2ccccc2)N(C2CCCC2)c2nc(Nc3ccc(C(=O)NC4CCN(C)CC4)cc3OC)ncc21 (centres undefined)	61.4%	18.9%	i	·	?	inhibitors of VEEV 10K pilot screen=0.0
O=C(NCc1ccccc1)c1c[nH]c2ccccc2c1=O	4.8%	-1.9%	2.0%	-5.7%	11.7%
Cc1cccc(N(C(=O)c2snc(C(N)=O)c2N)C(C)C(=O)NCC2CCCO2)c1 (centres undefined)	-3.1%	2.4%	1.0%	-0.8%	-6.8%
CC1CCCCN1C(=O)CCNS(=O)(=O)c1ccc2c(c1)c(=O)n(C)c(=O)n2C (centres undefined)	5.2%	-4.9%	1.9%	6.5%	-13.0%
O=C(Cn1c(-c2cscn2)nc2ccccc21)Nc1ccccc1F	-1.9%	5.1%	3.3%	-3.0%	5.7%
O=C(COC(=O)C1=COCCO1)NC(=O)c1ccc(OC(F)F)cc1	-0.6%	1.3%	i	20.1%	-3.5%
C=CCOCCN(CCOCC=C)C1=NS(=O)(=O)c2ccccc21	-7.7%	-9.8%	3.0%	-3.4%	-0.3%
O=C(CSc1ccc2nnc(-c3ccccn3)n2n1)N1CCOCC1	-2.4%	8.8%	0.9%	-6.3%	·
Cc1ccc(OCc2nnc(SC3CCc4ccccc4C3=O)n2C)cc1 (centres undefined)	-6.0%	-4.7%	2.2%	-8.9%	50.6%
The results go on:
SMILES	H37Rv inhibition	H1N1 NS1A inhibition	inhibitors of VEEV	PhoP GFP inhibition	M. tuberculosis	others
CCOC(=O)c1sc(NC(=O)Cc2ccccc2OC)nc1C	-0.4%	-2.3%	3.2%	-3.7%	19.2%
Cc1cccn2c(CN3CCCC(c4ccccc4)C3)c(C(=O)N3CCOCC3)nc12 (centres undefined)	10.4%	-2.1%	5.2%	1.6%	-9.3%
CC1=C(C(=O)Nc2ccccc2)C(c2ccc(N(C)C)cc2)NC(=O)N1 (centres undefined)	-3.1%	-2.3%	0.6%	-5.5%	14.2%
CCOC(=O)C1(Cc2ccccc2C(F)(F)F)CCN(C2CCSC2)CC1 (centres undefined)	2.9%	-15.4%	i	14.1%	3.8%
Cc1cccc(C(=O)OCC(=O)N2CCCCCC2)c1C	-3.7%	13.1%	i	·	26.2%
CN(C)c1ccc(/C=[N+](\[O-])C2SC(=S)N(C)C2(C)C)cc1 (centres undefined)	-13.2%	-13.4%	2.4%	-8.5%	11.9%
Cc1ccc2c(c1)N(CC(=O)Nc1ccccc1F)C(=O)C(C)O2 (centres undefined)	·	1.4%	0.4%	·	·
Cc1cccc(Nc2ccc([N+](=O)[O-])cc2C(=O)O)c1	-4.0%	4.2%	0.3%	-1.3%	43.5%
O=C(CCc1c[nH]c2ccccc12)Nc1ccc(S(=O)(=O)Nc2ncccn2)cc1	7.2%	10.7%	i	-14.3%	7.3%
COc1cc(/C=C(\C#N)C(=O)c2ccc(O)c(O)c2)cc(I)c1O	7.4%	10.2%	1.4%	-14.8%	-6.1%
Cc1ccc(-c2cc(C(=O)NCc3ccccn3)no2)cc1	3.6%	0.4%	i	1.7%	34.7%
COc1ccc(C2CC(=O)C=C(NCc3ccccc3)C2)cc1 (centres undefined)	4.2%	-11.2%	0.5%	-0.6%	43.7%
O=C(CCN1N=C(c2ccccc2)CCC1=O)NCC1COc2ccccc2O1 (centres undefined)	-0.3%	-9.0%	0.2%	0.0%	-5.0%
CC1=CN(S(=O)(=O)c2ccc(C)cc2)C[C@@H]2c3ccccc3N(S(=O)(=O)c3ccc(C)cc3)[C@H]12	·	2.6%	0.8%	·	·
CC(=O)NC(Cc1ccccc1)C(=O)N1CCN(C(=O)c2ccco2)CC1 (centres undefined)	-14.2%	-22.5%	i	-4.3%	6.4%
CCC1(c2ccc(Cl)cc2)NC(=O)N(CC(=O)NCc2ccc(F)cc2)C1=O (centres undefined)	-2.6%	-0.2%	1.5%	-13.8%	7.8%
COc1ccc(C(=O)N2CCN(c3ncccn3)CC2)cc1S(=O)(=O)N1CCOCC1	4.1%	-6.0%	3.8%	·	-5.3%
CC(Oc1ccc(Br)cc1)C(=O)NCc1ccccn1 (centres undefined)	-0.8%	-0.5%	i	5.1%	30.6%
Cc1c(C=O)c2ccccc2n1CC(=O)NC(C)c1ccccc1 (centres undefined)	-5.7%	-4.2%	2.9%	1.2%	-16.2%
Cc1cccc(NC(=O)NC(C)CCc2ccccc2)c1 (centres undefined)	5.0%	1.3%	1.3%	-5.8%	49.0%

Structures above that contain a CF3 group, in the order listed:
SMILES	H37Rv inhibition	H1N1 NS1A inhibition	inhibitors of VEEV	PhoP GFP inhibition	M. tuberculosis	others
Cc1nc2ccc(NC(=O)c3cccc(C(F)(F)F)c3)cc2o1	0.5%	1.6%	0.8%	23.2%	3.1%
CCOC(=O)C1(Cc2ccccc2C(F)(F)F)CCN(C2CCSC2)CC1 (centres undefined)	2.9%	-15.4%	i	14.1%	3.8%

Following part.
SMILES	H37Rv inhibition	H1N1 NS1A inhibition	inhibitors of VEEV	PhoP GFP inhibition	M. tuberculosis	others
CC(=O)N1CCC(C(=O)NCCOc2ccc(C)cc2)CC1	0.8%	-1.9%	0.9%	4.3%	22.1%
CCOc1ccc(S(=O)(=O)NCc2ccc3c(c2)OCO3)cc1C	-5.6%	-8.6%	i	3.3%	20.1%
COc1ccc2c(c1)[nH]c1c(=O)n(/N=C/c3ccc(OC)c(COc4ccccn4)c3)cnc12	-13.7%	-7.8%	9.2%	-11.0%	11.5%
O=C(COc1ccc(Br)cc1CNCCc1ccccc1)NCc1ccccc1	?	16.3%	1.0%	106µM*	?
O=C(CS(=O)(=O)c1ccccc1)Nc1ccc(Br)cn1	-3.7%	2.4%	0.8%	-2.8%	-26.7%
CC(C)N(C(=O)CSc1nc2ccccc2n1Cc1ccccc1F)C(C)C	-8.4%	-0.1%	6.3%	6.8%	-14.3%

In the list so far, 2 have a nitro group on carbon.
SMILES	H37Rv inhibition	H1N1 NS1A inhibition	inhibitors of VEEV	PhoP GFP inhibition	M. tuberculosis	others
O=C(Cn1nc2ccccc2n1)N/N=C/c1cc([N+](=O)[O-])ccc1O	52.4%	5.08µM*	5.2%	?	44.7%
Cc1cccc(Nc2ccc([N+](=O)[O-])cc2C(=O)O)c1	-4.0%	4.2%	0.3%	-1.3%	43.5%
